# TAG inh – inhibitors of triacylglycerol accumulation, primary screen, cell-based, uHTS, fluorescence, H9c2; H9c2 cells, Nile Red lipid (TAG) fluorescence; cells loaded with 200 µM oleic acid; inhibition, % at 12.5 µM; 0.66% of 230,000 active; AID 651582, 2012;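 active means pattern-corrected inhibition of lipid staining of at least 50% with the nuclear-stain viability signal not falling by more than 50%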;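 further: 0% = DMSO wells and 100% = triacsin C control wells; some results filed as inactive read as strong as hits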
# TAG inh DAPI viability – recorded beside TAG inh, whose call it bears; DAPI nuclei signal change (viability), lower = more cytotoxic, %;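 whole-well DAPI fluorescence read on a plate reader as a viability signal; minus 50 percent equals half of cells still viable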
# Active calls of the source: *. These rows are one share of the data; count on the stated rates, not on these rows.
# Start of the data: the first 2 compounds (preview)
SMILES,TAG inh,TAG inh DAPI viability
COCCn1ccc2c(OCC(=O)NCc3ccc(C)cc3)cccc2c1=O,3,1
CC1CCN(c2ccc3c(c2)S(=O)(=O)c2cc(C(=O)O)ccc2C3=O)CC1,3,4

# The whole of this part, previewed entries included:
SMILES,TAG inh,TAG inh DAPI viability
COCCn1ccc2c(OCC(=O)NCc3ccc(C)cc3)cccc2c1=O,3,1
CC1CCN(c2ccc3c(c2)S(=O)(=O)c2cc(C(=O)O)ccc2C3=O)CC1,3,4
Cc1cc(NC(=O)CSc2nc(CC(C)(C)C)nc3c2c(=O)n(C)c(=O)n3C)no1,12,-13
CCC(NC(=S)NC1CCCCC1)c1ccccc1 (stereo not given),-12,4
CC(C)NC(=O)c1onc(CSc2ccccc2F)c1C(=O)O,-11,-1
C#CCOCCOCCOCCNc1nc(N2CCN(C(=O)C([C@@H](C)O)n3cc([C@@H](N)CCCCN)nn3)CC2)nc(N2CCN(C(=O)C([C@@H](C)O)n3cc([C@@H](N)CCCCN)nn3)CC2)n1 (stereo not given in full),15,8
COc1cc(CC(=O)Nc2ccc3nc(C)sc3c2)cc(OC)c1OC,-9,-8
Cc1cc(=O)c(C(=O)O)cn1Nc1ccc(Cl)cc1,-5,2
CCc1nnc(NC(=O)CSc2nc(-c3ccccc3)cc(-c3ccc(F)cc3)c2C#N)s1,16,11
CCCCC1=CC2=CC(=O)C(C)(OC(=O)CC)C(=O)C2=CN1c1ccc(OC)cc1 (stereo not given),-11,-1
O=C(Oc1ccc(Cl)c2ccccc12)N1CCCCC1,-48,11
CNC(=O)C1(C)Cc2c(-c3ccc4c(c3)OCO4)ccnc2O1 (stereo not given),4,9
O=C(NCc1nnc(SCC(=O)N2CCCCCC2)o1)c1ccc(F)cc1,8,-3
COC(=O)C1=C(O)/C(=C\c2ccc(CNC(=O)C(=O)Nc3ccc(C)cc3)o2)N=C1C,-10,-4
O=Cc1cc(CCC(=O)O)ccc1O,2,2
CC(/C=C/c1ccco1)=N/NC(=O)Cc1cccs1,13,-9
CC(C)C[C@H]1CN=C(Nc2ccccc2)N1CCCCc1ccccc1,22,3
CCC(CO)NC(=O)c1ccc(-c2nn(C)c(=O)c3ccccc23)cc1 (stereo not given),-5,2
O=C(CNS(=O)(=O)c1ccc(F)cc1)Nc1ccccc1,3,-1
COc1ccc(C(NC(=O)C2CCN(CCCOc3ccccc3)CC2)c2ccccn2)cc1 (stereo not given),8,5
O=c1c(-c2ccc(Br)cc2)[n+]([O-])c2ccccc2n1OCc1ccccc1,5,9
CCS(=O)(=O)c1ccc(N=Nc2ccc(O)c3ncccc23)c(OC)c1,73,-64
CN1OC[C@@H]2CN(Cc3cc(Cl)cc(Cl)c3)[C@H](c3cccc(-c4ccccc4)c3)C[C@@H]21,-13,-3
COc1ccc(C(=O)NC(=S)NC2CCCCC2)cc1,-22,0
Cc1cc2c(NCC(C)O)ncnc2s1 (stereo not given),-9,9
Cc1cc(C)nc(N2CCCC(C(=O)Nc3nnc(C(C)(C)C)s3)C2)n1 (stereo not given),7,13
c1cnc2c(-c3cccc4nccn34)cccc2c1,-30,4
O=S(=O)(c1ccc(Cl)cc1)N1CCN(c2ncnc3sccc23)CC1,-18,-8
CCc1ccccc1NC(=O)NNS(=O)(=O)c1cc(C)ccc1C,-9,1
CCc1nc2ccc(C(=O)N3CCN(S(=O)(=O)CC)CC3)cn2c1N(C)CCC(C)C,-4,4
CCc1ccccc1NNC(=O)c1cc(C)on1,-18,6
Cc1cc(Cl)cc(Br)c1OCCCNCC(C)O (stereo not given),-5,10
Cn1c(SCc2ccc(Br)cc2)nnc1-c1ccccn1,-3,-9
S=C(NC1CC1)NC1CCCc2ccccc21 (stereo not given),-21,5
CCN1CCN(C(=O)c2cc3cc4ccc(OC)cc4nc3s2)CC1,14,163
COc1cc(NC(=O)c2ccco2)c(C(=O)OCC(=O)c2c[nH]c3ccccc23)cc1OC,16,-6
CCCCCn1c(CCC(=O)Oc2ccccc2OC)nc2c1c(=O)[nH]c(=O)n2CCCC,-18,-15
CCOc1ccccc1CN1C(=O)NC(C)(c2ccccc2)C1=O (stereo not given),-10,1
Cc1cc(C)cc(NC(=O)COC(=O)COc2cccc3c2OC(C)(C)C3)c1,-4,0
COc1ccc(-c2[nH]ncc2CN(C)Cc2nonc2C)c(OC)c1,0,4
CCOc1ccc(NC(=O)COc2nsnc2N2CCOCC2)cc1,-14,6
O=C(Cn1nc(C(F)(F)F)c2c1CCC2)NC1CCCCC1,-17,-3
Cc1ccc(CN2CCN(C3CCOCC3)CC2CCO)cc1 (stereo not given),8,-10
Cc1cc(-c2ccccc2)n(-c2ccccc2)n1,-8,2
CC1CC(Nc2cccc(O)c2)=CC(=O)O1 (stereo not given),-16,3
COc1cccc(/C=N/NC(=O)C(=O)N2CCCCCC2)c1OC,3,-5
CCN(CC(=O)NCc1ccc(Cl)cc1)C(=O)CCOc1ccc(C)cc1,-7,-1
CCN1C[C@@H]2[C@@H]3C(=O)N(Cc4ccccc4)C(=O)[C@@H]3[C@](C)(C1=O)N2C(=O)c1ccc(C(C)(C)C)cc1,19,-6
CC1(C)CC(=O)C=C(c2ccc(COC(=O)c3cccc(C(F)(F)F)c3)cc2)C1=O,-18,1
CCCN(C(=O)CCCSc1nc2ccccc2[nH]1)c1c(N)n(Cc2ccccc2)c(=O)[nH]c1=O,17,0
C/C(=N\OC(=O)c1ccccc1)c1cc(-c2ccc(Cl)cc2)no1,-8,3
Nn1c(Cc2cccc3ccccc23)n[nH]c1=S,-10,5
O=C(Nc1ccccc1F)c1cc(-c2ccco2)nc2ccccc12,-9,11
N/C(=N\OC(=O)Cc1ccc(Cl)cc1)c1ccccn1,6,-10
O=C(NCc1ccccn1)c1ccc(CS(=O)(=O)Cc2ccc(Cl)cc2)o1,4,-4
Cc1ccc(S(=O)(=O)NCCC(=O)OC(C)C(=O)NC2CC2)cc1 (stereo not given),-15,-3
O=C(Nc1ccc2c(c1)OCCO2)c1ccc(Cl)c(S(=O)(=O)N2CCCCC2)c1,9,-10
COc1ccc(N2CC(O)=C(c3nc(-c4ccc(F)cc4)cs3)C2=N)cc1OC,-14,3
COc1cc(OC)cc(N2C(=O)CSCC2=O)c1,21,-16
COc1cc(CN2CCN(C(=O)c3cccc4ccccc34)CC2)cc(OC)c1O,-8,-8

# Later entries:
SMILES,TAG inh,TAG inh DAPI viability
CN(C)CCNc1nc(Oc2ccccc2)c2sccc2n1,6,9
COc1ccccc1C1/C(=C(/O)c2ccccc2)C(=O)C(=O)N1CC(C)O (stereo not given),0,-2
COc1ccc(-c2coc3c(C(=O)Nc4ccc(OC)nc4)cccc23)c(C)c1,-1,-6
C=CCN(CC=C)C(=O)C(=O)c1ccn(-c2c(C)csc2C(=O)OC)c1,-12,3
CSc1ccc(NS(=O)(=O)c2ccc(-n3cnnn3)cc2)cc1,-10,-3
O=C(NCc1ccccc1)c1csc(-c2cccnc2)n1,-27,4
OCC[C@H]1C[C@@H](O)[C@H](O)[C@]2(Cc3ccccc3O2)O1,11,-3
Cc1cccc(C(=O)NNS(=O)(=O)c2ccc(F)cc2)c1,7,-16
O=C(CN1CCN(CC(=O)Nc2ccccc2Cl)CC1)NCC1(N2CCOCC2)CCCCC1,25,-16
COC(=O)CNc1n[nH]c(=S)[nH]c1=O,9,-13
Cc1ccc(NC(=O)CSC2=C(C#N)C(c3ccco3)C3=C(CC(C)(C)CC3=O)N2)cc1 (stereo not given),3,-4
COc1ccc(S(=O)(=O)N2CCCC2)cc1Br,-4,9
CCC(=O)N1CCCC1(C)C(=O)Nc1ccc(C)c(C)c1 (stereo not given),-6,5
O=C(NNC(=O)c1ccccn1)c1ccc(OC(F)F)cc1,-24,-6
CC(C)C[C@H](NC(=O)c1nc[nH]c1C(=O)NCCCCCNC(=O)OC(C)(C)C)C(=O)OCc1ccccc1,-8,0
O=C(Nc1cccc(-c2cccc(Cl)c2)c1)C1CCN(Cc2ccon2)CC1,-29,15
NC(=O)COC(=O)c1cccnc1Nc1ccccc1F,1,-1
COc1ccc(F)c(CN(C)CC2CCCN(CCc3ccc(F)cc3)C2)c1 (stereo not given),-3,20
CCn1ncc(/C=N\NC(=O)c2cc(-c3ccc(C)cc3C)nc3ccccc23)c1C,26,-18
Cc1cc(NC(=O)CSc2ncc(C(=O)O)n2-c2ccc(F)cc2)no1,2,1
CCOC(=O)/C(C#N)=C/c1cn(CCC(=O)O)nc1-c1ccc(OC)cc1,-5,2
COc1ccc(-c2n[nH]c(C)c2-c2cscn2)c(O)c1,1,5
CCNC(=O)C12CCC(C)(C(=O)O1)C2(C)C (stereo not given),-10,1
Fc1cc(F)c2nc(N3CCCC3)sc2c1,1,-3

# Sorted by heavy-atom count (ascending): five of the compounds above.
SMILES,TAG inh,TAG inh DAPI viability
CCNC(=O)C12CCC(C)(C(=O)O1)C2(C)C (stereo not given),-10,1
CCC(=O)N1CCCC1(C)C(=O)Nc1ccc(C)c(C)c1 (stereo not given),-6,5
CCOC(=O)/C(C#N)=C/c1cn(CCC(=O)O)nc1-c1ccc(OC)cc1,-5,2
COc1ccc(F)c(CN(C)CC2CCCN(CCc3ccc(F)cc3)C2)c1 (stereo not given),-3,20
CC(C)C[C@H](NC(=O)c1nc[nH]c1C(=O)NCCCCCNC(=O)OC(C)(C)C)C(=O)OCc1ccccc1,-8,0

# Next part.
SMILES,TAG inh,TAG inh DAPI viability
CCCNC(=S)N1CCC(n2cnc3ccccc32)CC1,0,5
COc1ccc(CN2[C@@H](CC(=O)O)c3cc(C(F)(F)F)ccc3S2(=O)=O)cc1,12,-8
OC(c1ccccc1)c1nc(-c2ccc3c(c2)OCO3)cs1 (stereo not given),-16,-1
CCCN(CC1CC1)C(=S)NC(=O)C1CC1,11,-4
C=CCN1C(=O)c2ccc(C(=O)OCC(=O)Nc3ccc(S(N)(=O)=O)cc3)cc2C1=O,-11,3
COc1ccc(CN2CCN(C(=O)c3cc(-c4cccnc4)nc4ccc(Cl)cc34)CC2)c(OC)c1OC,21,0
CC(=O)c1cccc(NC(=O)C(=O)Nc2cccc3ccccc23)c1,13,-2
CCOC(=O)C(CC(C)C)CP(=O)(O)CNC(=O)OCc1ccccc1 (stereo not given),-4,4
Cc1ccc(S(=O)(=O)N2C[C@H]3n4c(=O)ccc(=O)n4C[C@H](OC(=O)NCc4ccccc4)[C@@]3(O)C2)cc1,21,-12
CC[C@]1(C(=O)OC)[C@H]2C(=O)N(Cc3ccccc3)C(=O)[C@H]2[C@H]2CN(C)C(=NC)N21,5,1
c1ccc(SCc2cc(-c3ccccc3)no2)cc1,8,2
CC(C)CN(C(=O)CN1C(=O)NC2(CCc3ccccc32)C1=O)C1CCS(=O)(=O)C1 (stereo not given),-7,3
CN(C(=O)CSc1nc(-c2cccs2)nc2ccccc12)C1CCS(=O)(=O)C1 (stereo not given),7,16
CCN(C(=O)C1CCN(c2nc(-c3ccc(OC)cc3)no2)CC1)c1ccc(OC)cc1,-26,21
CCOC(=O)C1=C(C)NC(=S)NC1c1cc(C)sc1C (stereo not given),0,3
COc1ccc(N(CC(=O)NCc2ccccn2)S(=O)(=O)c2ccccc2[N+](=O)[O-])c(OC)c1,-1,2
O=C1N(c2ccccc2C(F)(F)F)O[C@]1(c1ccccc1)C1CCCC1,-16,18
O=C(NC1CCC(O)CC1)c1ccc(NS(=O)(=O)c2cccc([N+](=O)[O-])c2)cc1 (stereo not given),2,1
COc1ccc(Cn2nnnc2C(CC(C)C)N2CCN(c3ccccc3)CC2)cc1 (stereo not given),0,-7
Cc1cccc(-c2cccc3nccn23)c1,-4,21
CC1CCN(C(=O)c2ccc(NS(=O)(=O)c3ccc4[nH]c(=O)[nH]c4c3)cc2)CC1,-7,11
CN(C)c1cccc(C(=O)Nc2cccc(S(=O)(=O)NC3=NCCC3)c2)c1,-7,4
Clc1cc(Cl)c2nc(N3CCCCC3)sc2c1,16,1
CC(=O)C1(C)C(=O)N(c2ccc(C)cc2)C(=O)N1c1ccc(C)cc1 (stereo not given),12,4

# Among those listed so far, these have a cyano group.
SMILES,TAG inh,TAG inh DAPI viability
CCc1nnc(NC(=O)CSc2nc(-c3ccccc3)cc(-c3ccc(F)cc3)c2C#N)s1,16,11
Cc1ccc(NC(=O)CSC2=C(C#N)C(c3ccco3)C3=C(CC(C)(C)CC3=O)N2)cc1 (stereo not given),3,-4
CCOC(=O)/C(C#N)=C/c1cn(CCC(=O)O)nc1-c1ccc(OC)cc1,-5,2

# Following part:
SMILES,TAG inh,TAG inh DAPI viability
COc1ccc(OC)c2sc(NC(=O)c3ccc(S(=O)(=O)N4CCOCC4)cc3)nc12,16,-4
O=S(=O)(c1cc(F)ccc1F)N1CCN(c2ncnc3ccccc23)CC1,-36,-5
COc1ccc(C(=O)C[n+]2ccc(-c3nnc4n3CCCCC4)cc2)cc1,14,-5
COc1ccc(-c2coc3cc(OC(C)=O)ccc3c2=S)cc1,13,8
COC(=O)C/C(O)=C(/N=Nc1cccc(C(F)(F)F)c1)C(=O)OC,-4,13
COc1ccc(NC(=O)C(=O)NNC(=O)C(C)Oc2ccc(Cl)cc2Cl)cc1 (stereo not given),8,-2
CCOC(=O)c1c(C)n(C)c2cc(Br)c(O)c(O)c12,6,-3
Clc1cccc(Cl)c1CSc1nnc(-c2sccc2-n2cccc2)o1,-23,6
Cc1ccc(OCC(=O)c2cc(C)c(C)cc2C)c([N+](=O)[O-])n1,17,4
Cc1nc2c(C)cccn2c1C(=O)c1ccccc1,-5,-1
CC(C)CC1C(=O)N(Cc2cn(CCC3OCCO3)nn2)CCS(=O)(=O)N1Cc1ccc(-c2ccncc2)cc1 (stereo not given),8,-12
Cc1ccccc1NC(=O)CCn1c(=O)oc2ccccc21,-3,0

# High-throughput results (PubChem BioAssay)
